TDP1 cell noCPT: qHTS for Inhibitors of human tyrosyl-DNA phosphodiesterase 1 (TDP1): qHTS in cells in absence of CPT | DT40 Tdp1-/- hTDP1 cells, no CPT, ATP luminescence, 48 h | Potency, µM (titrated, usually from 46.2 µM), for the others: at the highest dose activity change, negative = growth inhibition, most hits filed as inhibitors | 15% of 420,000 active | AID 686978, 2013; note: nearly all actives have a fitted effect of over 55% in size
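Compound effects on proliferation are scored in DT40 Tdp1-/-;hTDP1 cells in the absence of CPT. ATP levels (CellTiter-Glo luminescence) are recorded after a ≥48 hr, 37 °C incubation.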
TDP1 inh: qHTS Assay for Inhibitors of Tyrosyl-DNA Phosphodiesterase (TDP1); Tyrosyl-DNA phosphodiesterase 1 (Homo sapiens), Q9NUW8; recombinant TDP1, AlphaScreen DNA substrate cleavage; Potency, µM (highest dose often 130 µM), for inactives: at the highest dose activity change, negative = inhibition, most hits filed as inhibitors; 0.28% of 350,000 active; AID 485290, 2010; note: nearly all actives have a fitted effect of over 40% in size
Target sequence (Q9NUW8 whole entry, looked up): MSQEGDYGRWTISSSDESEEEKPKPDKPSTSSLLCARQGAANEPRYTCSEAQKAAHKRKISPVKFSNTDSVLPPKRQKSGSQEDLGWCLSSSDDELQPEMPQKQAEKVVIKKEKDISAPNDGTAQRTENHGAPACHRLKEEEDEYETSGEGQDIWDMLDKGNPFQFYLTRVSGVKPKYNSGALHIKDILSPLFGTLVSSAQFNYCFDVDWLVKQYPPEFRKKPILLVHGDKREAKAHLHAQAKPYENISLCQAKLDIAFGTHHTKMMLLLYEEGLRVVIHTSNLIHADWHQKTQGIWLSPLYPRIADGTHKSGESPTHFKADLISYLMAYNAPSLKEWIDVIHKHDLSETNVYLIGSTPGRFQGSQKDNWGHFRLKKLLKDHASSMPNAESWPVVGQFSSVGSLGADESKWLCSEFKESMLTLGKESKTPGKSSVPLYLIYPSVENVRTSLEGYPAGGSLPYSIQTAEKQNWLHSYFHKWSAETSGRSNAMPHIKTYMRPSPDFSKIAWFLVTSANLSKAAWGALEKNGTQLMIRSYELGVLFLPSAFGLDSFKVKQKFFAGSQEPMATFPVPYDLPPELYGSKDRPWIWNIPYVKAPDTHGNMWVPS
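Signal: AlphaScreen proximity between streptavidin donor and anti-FITC acceptor beads on intact substrate. Reaction: Tdp1 1 nM, substrate 15 nM final, 5 min RT after 15 min compound preincubation.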
DT40 TDP1 CPT: qHTS for Inhibitors of human tyrosyl-DNA phosphodiesterase 1 (TDP1): qHTS in cells in presence of CPT. chicken DT40 Tdp1-/-;hTDP1 cells + 20 nM CPT, ATP luminescence, 48 h. 12% of 420,000 active. Potency, µM (series often up to 46.2 µM), for inactives: at the top dose activity change, negative = growth inhibition, actives largely listed as inhibitors; note: nearly all actives have a fitted effect of over 55% in size
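Cell growth measured by CellTiter-Glo luminescence after a minimum 48 h, 37 C compound exposure with 20 nM CPT in Tdp1-knockout DT40 cells stably expressing hTDP1, seeded 400/well; qHTS titration format.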
An asterisk follows results filed as active; ? = inconclusive; . = not tested or not shown; [ ] = remark or other dose. Calls come from the whole dose curve; as a rule, active = well fitted curve in the direction sought with a large enough effect; inconclusive = small, poorly fitted or top-dose-only effect, or another doubt; inactive = no such curve, though single readings can be large; an effect the other way counts as inactive or inconclusive. % is set by controls: 0 for no effect and ±100 for the full control effect; potency is the fitted concentration of half-maximal effect. No enrichment for hits. About 18% of those tested had a hit in this group.

SMILES | TDP1 cell noCPT | TDP1 inh | DT40 TDP1 CPT
Cc1ccc(CN(C(=O)COc2ccc(F)cc2)C2CCS(=O)(=O)C2)o1 (stereo not given) | -13% | 1% | -14%
C/C(=N\Nc1ccc(C)c(Cl)c1)c1cccnc1 | -1% | . | -2%
CC1=C(C(=O)N2CCCCCC2)CC(CC(=O)NCc2cccs2)C(=O)N1Cc1ccccc1 (stereo not given) | ? | . | -27%
Fc1ccc(CNC(=S)Nc2cccc(C(F)(F)F)c2)cc1 | 18µM* | 3% | ?
COCCn1c(SCC(=O)Nc2cccc(F)c2)nc2c([nH]c3ccccc32)c1=O | -15% | 0% | -23%
CC(C)[C@@H](N)C(=O)N/N=C/c1ccc2ncccc2c1 | ? | . | 9%
CCOC(=O)N1Cc2cc3ccccc3nc2C1 | ? | . | ?
COc1cccc(OCc2nc3ccccc3c(=O)n2N)c1 | -12% | 5% | ?
O=C(OCc1ccc([N+](=O)[O-])cc1)C1CC(=O)N(Cc2ccccc2)C1 (stereo not given) | 1% | . | -1%
COCC(=O)NCc1nc2ccccc2n1Cc1ccccc1F | -15% | 9% | ?
CCOC(=O)c1c(NC(=O)COC(=O)c2cnc(C)cn2)sc(C(=O)N(C)C)c1C | -19% | 6% | -4%
CCOC(=O)C(C#N)=CN1CCNc2ccccc21 | -6% | . | -14%
COc1ccc(Cc2c(-c3ccc(OC)c(OC)c3)nc3ccc(C)cn23)c(C)c1 | 16µM* | . | ?
CC#CC(=O)NCC1(N(C)Cc2ccccc2)Cc2ccccc2C1 | -6% | . | -21%
CC(O)c1nc2ccccc2n1C/C=C/c1ccccc1 (stereo not given) | -24% | 5% | ?
CCC(C)NC(=O)c1nn(-c2ccc(C)cc2)c(=O)n(C)c1=O (stereo not given) | -11% | 2% | -6%
O=Cc1cccc(C=O)c1 | -29% | . | -3%
COc1ccc(N2C(=O)[C@H]3CCC=C[C@H]3[C@@H]2c2ccccc2Br)cc1 | ? | 0%[56.1 µM] | ?
CCCOC(=O)CCNc1n[nH]c(=O)[nH]c1=O | -27% | -8% | -17%
Cc1ccc(Cc2c(C)nc3nc(SCC(=O)NCCCN4CCCC4)nn3c2C)cc1 | -18% | . | 6%
COC(=O)c1ccc(C(=O)NC2CCSc3ccccc32)cc1 (stereo not given) | 0% | . | -6%
CCOc1ccc(C(=O)NNC2CC(=O)N(CCc3ccccc3)C2=O)cc1OC (stereo not given) | -27% | 4% | -7%
CC(C)(C)NS(=O)(=O)c1cnc(Cl)c(Cl)c1 | ? | 5% | -20%
CCn1c2ccccc2c2cc(NC(=O)COc3ccc(C)c(C)c3)ccc21 | 2% | 1% | -15%
CCN1CCN(C(C(=O)NC2CCCC2)c2cc3c(cc2[N+](=O)[O-])OCO3)CC1 (stereo not given) | 6% | 8% | -2%
SMILES | TDP1 cell noCPT | TDP1 inh | DT40 TDP1 CPT
COc1ccccc1/C=C/C(=O)NCC(=O)N1CCC(N(C)C2CCCC2)CC1 | 4% | 4% | ?
Cc1cc(C(=O)N2CCc3c([nH]c4ccccc34)C2c2cccc(Cl)c2)nn1C (stereo not given) | ? | 0% | ?
O=C(/C=C/Nc1ccc(Br)cc1F)c1ccccc1 | -28% | -1% | -23%
O=c1[nH]c(C2CCN(S(=O)(=O)c3ccc4c(c3)OCCO4)CC2)nc2c1nnn2Cc1c(F)cccc1Cl | -18% | 4% | ?
CCOc1ccccc1N(C(=O)c1ccco1)C(C(=O)NC1CCCC1)c1cccs1 (stereo not given) | ? | . | -25%
FC(F)(F)c1ccccc1NC(=S)Nc1cccc2cnccc12 | ? | 5% | ?
CCc1nc(SC)ncc1C(=O)N1CCN(c2cc(Cl)ccc2C)CC1 | 21µM* | -1% | ?
CN(C)c1ccc(C(CNC(=O)COc2ccccc2)N2CCOCC2)cc1 (stereo not given) | -24% | -1% | -15%
COc1ccccc1C(CNC(=O)CNC(=O)c1ccc(C)c(C)c1)N1CCCC1 (stereo not given) | -12% | 1% | -5%
COc1ccc(S(=O)(=O)NCc2ccc(C(=O)N3CCc4ccccc4C3)cc2)cc1 | 23µM* | 2% | 23µM*
CCOc1ccc(C(=O)COC(=O)c2ccc(-n3cnnn3)cc2)cc1 | 7% | 2% | 12%
Cc1cccc(NC(=O)CC2C(=O)NC3CCCCC3N2C(=O)c2ccccc2Cl)c1 (stereo not given) | -34% | . | -11%
CC1(c2nnnn2Cc2ccccc2)CCC(=O)N1Cc1cccs1 (stereo not given) | -12% | . | -2%
CCCS(=O)(=O)N1CCCC(C(=O)N2CCN(C(=O)OCC)CC2)C1 (stereo not given) | -8% | 2% | 2%
Cc1nc(S/C(=C\c2ccc(OCc3ccccc3Cl)cc2)C(=O)O)n[nH]1 | ? | 12% | ?
Cc1ccc(C(=O)/C=C/Nc2ccccc2C(N)=O)o1 | -5% | -1% | -5%
CCN(c1ccccc1C)S(=O)(=O)c1ccc(N2CCCCS2(=O)=O)cc1 | -27% | -4% | 2%
CC(=O)NCCC(=O)Nc1ccc(C(N)=O)cc1 | -20% | -3% | 3%
CNc1cncc(-c2ccc(CN(C)C)cc2)n1 | 6% | . | 14%
O=C1CN(C(=O)NCC(=O)N[C@H](Cc2ccccc2)C(=O)O)c2ccccc2N1 | 8% | . | 13%
C=C(C)Cn1c(=O)c2c(nc3n2CCN3c2cccc(Cl)c2C)n(C)c1=O | ? | 6% | ?
Cn1c(=O)[nH]c(=O)c2c1nc(N1CCNCC1)n2Cc1cccc2ccccc12 | ? | 3% | ?
CCc1cc2c(=O)c(-c3ccc4c(c3)OCCO4)coc2cc1OC(=O)c1ccco1 | 21µM* | 4% | ?
CCN(CC)c1nc(NN)nc(Nc2ccc(C)c(Cl)c2)n1 | ? | . | ?
C[C@@H]1NC(=O)/C(=C\c2ccccc2Br)NC1=O | 3% | . | 3%
SMILES | TDP1 cell noCPT | TDP1 inh | DT40 TDP1 CPT
O=C(O)C(C1CCCCC1)C1(O)CCCC1 (stereo not given) | -4% | . | 1%
Cc1cc(NC(=O)c2ccco2)cc(-c2nc3cc(Cl)ccc3o2)c1O | 12µM* | 7% | 18µM*
Cc1ccc(C(=O)NNC(=O)c2ccc(NS(=O)(=O)c3cccs3)cc2)s1 | -11% | . | 0%
FC(F)(F)c1cccc(-c2ccc(-c3csnn3)o2)c1 | -5% | -6% | -7%
C#CCN(C[C@@H]1[C@@H](OC(=O)NCC2CCCCC2)[C@@H](OC(=O)NCC2CCCCC2)CN(C(=O)OC(C)C)N1C(=O)OC(C)C)S(=O)(=O)c1ccc(C)cc1 | 7.3µM* | . | 9.2µM*
Cc1c(Br)c([N+](=O)[O-])nn1CC(=O)N1CCc2ccccc2C1 | 3% | 3% | 4%
Nc1ncc(-c2ccc(F)cc2)nc1N1CCN(CCO)CC1 | -28% | . | -14%
CCCOc1ccc(CNC(=S)Nc2ccccc2)cc1Cl | 16µM* | . | ?
CCCCn1nnnc1NCc1cccnc1 | 13µM* | 6% | 8.2µM*
Cc1nc(SCC(=O)Nc2ccccc2F)[nH]c(=O)c1Cc1ccccc1 | ? | 5% | -1%
COC(=O)[C@@]12C[C@@H](CC(=O)N3CCOCC3)C(=O)N(CCc3ccc(OC)c(OC)c3)C1=CCC(C)(C)C2 | 9% | . | 7%
CC(C)(C)c1ccc(N2C(=O)CC(c3ccccc3)C2=O)cc1 (stereo not given) | 1% | . | ?
O=[N+]([O-])c1ccccc1S(=O)(=O)N1CCN(c2nc(-c3cccs3)nc3ccccc23)CC1 | ? | 4% | ?
CCCc1[nH]nc2c1C(c1ccc(OC)c(CSC3=NCCS3)c1)C(C#N)=C(N)O2 (stereo not given) | 21µM* | 9% | ?
COc1ccc(-c2[nH]ncc2CN2CCOc3c(cc(-c4cccc(OC)n4)cc3OC)C2)cc1 | -28% | . | 5%[9.04 µM]
CC(C)C1C(=O)N(Cc2cn(CCC3OCCO3)nn2)CCS(=O)(=O)N1Cc1ccc(-c2ccccc2)cc1 (stereo not given) | ? | . | ?
CC(CNS(=O)(=O)c1ccccc1)Sc1ncccn1 (stereo not given) | -4% | . | 1%
C=CCn1c(=O)/c(=C/c2ccsc2)s/c1=C(\C#N)C(=O)NCCN1CCOCC1 | ? | . | -27%
O=C(NCCN1CCCCC1)Nc1ccc(F)cc1F | 10% | . | 0%
CC(NS(=O)(=O)c1ccccc1)C(=O)NCCc1ccccn1 (stereo not given) | 11% | 2% | 7%
O=C(C1CCCN(Cc2cccs2)C1)N1CCCCCC1 (stereo not given) | ? | -3% | -2%
O=C(Cc1csc2nc(-c3ccc(F)cc3)cn12)NCc1ccccc1 | ? | 3% | 16µM*
Cc1ccc(C(=O)Nc2cc3c(cc2N2CCCC2)n(C)c(=O)c(=O)n3C)cc1 | 21µM* | 6% | ?
COc1ccccc1Nc1nnc(SCC(=O)Nc2cc(C)on2)s1 | -20% | 5% | -1%
CC1(C(=O)NS(=O)(=O)c2cccc(Cl)c2)CCN1C(=O)C1(c2ccc(Cl)cc2)CCC1 (stereo not given) | ? | . | ?

A draw from above in order of length of the SMILES, rising.
SMILES | TDP1 cell noCPT | TDP1 inh | DT40 TDP1 CPT
CCCOc1ccc(CNC(=S)Nc2ccccc2)cc1Cl | 16µM* | . | ?
Nc1ncc(-c2ccc(F)cc2)nc1N1CCN(CCO)CC1 | -28% | . | -14%
CC(NS(=O)(=O)c1ccccc1)C(=O)NCCc1ccccn1 (stereo not given) | 11% | 2% | 7%
C=CCn1c(=O)/c(=C/c2ccsc2)s/c1=C(\C#N)C(=O)NCCN1CCOCC1 | ? | . | -27%
COc1ccc(-c2[nH]ncc2CN2CCOc3c(cc(-c4cccc(OC)n4)cc3OC)C2)cc1 | -28% | . | 5%[9.04 µM]
O=[N+]([O-])c1ccccc1S(=O)(=O)N1CCN(c2nc(-c3cccs3)nc3ccccc23)CC1 | ? | 4% | ?
CC(C)C1C(=O)N(Cc2cn(CCC3OCCO3)nn2)CCS(=O)(=O)N1Cc1ccc(-c2ccccc2)cc1 (stereo not given) | ? | . | ?

The listing continues.
SMILES | TDP1 cell noCPT | TDP1 inh | DT40 TDP1 CPT
CCOC(=O)C1(NC(=O)CN2C(=O)c3ccccc3C2=O)CCCC1 | -2% | . | 15%
CCOc1ccc(NS(=O)(=O)c2ccc3[nH]c(=O)oc3c2)cc1 | -27% | 7% | 3%
CC1(C(=O)N(CC(=O)NC2CCCC2)C2CCCC2)CC(=O)N=C2C=CC=CN21 (stereo not given) | -9% | 1% | -21%
COc1ccc(N2CCN(C(c3cccs3)C(C)NC(=O)C(=O)N3CCCCC3)CC2)cc1 (stereo not given) | -4% | 5% | -14%
COc1ccc(-c2cccc(C3CC=CC4C3C(=O)N(Cc3ccccc3)C4c3ccc(OC)c(Cl)c3)c2)cc1 (stereo not given) | 13µM* | 1% | 21µM*
CCCc1cc2c(cc1NC(=O)c1ccc(C)cc1)OCO2 | -12% | 3% | -22%
NS(=O)(=O)c1ccc(NC(=O)COC(=O)c2ccc(Cl)cc2[N+](=O)[O-])cc1 | -19% | 5% | -16%
CCOC(=O)c1ccc(N2C(=O)c3[nH]nc(-c4ccccc4)c3C2c2ccc(CC)cc2)cc1 (stereo not given) | 18µM* | 9% | 21µM*
O=C(Nc1ccccc1)Nc1sccc1-c1nc2ccccc2s1 | -6% | . | 17%
CCCc1nc(C)c(-c2ccc(OC)c(OC)c2)c(=O)[nH]1 | -16% | 0% | 1%
CCCOc1c(OC)cccc1C1CC(=O)Nc2cc3c(cc21)OCO3 (stereo not given) | 21µM* | 3% | ?
CCN(CC)C(=O)c1ccc2c(c1)N(Cc1ccc(C(F)(F)F)cc1)C(=O)c1ccccc1S2 | 18µM* | 7% | 16µM*
C/C(=N\NC(=O)COc1cccc(Br)c1)c1ccc2c(c1)OCCO2 | -3% | 1% | -1%
O=C(O)CC(CC(=O)Nc1ccc2ccccc2n1)c1ccccc1 (stereo not given) | -8% | 6% | -3%
CCCOC(=O)c1ccc(OCC(O)CN2CCN(C(=O)c3ccccc3)CC2)cc1 (stereo not given) | ? | 8% | ?
N/C(=N\C(=S)Nc1ccc2c(c1)OCO2)c1ccccc1 | ? | . | ?
COc1cccc(/C=C2/SC(=S)N(CC(=O)Nc3nnc(C)s3)C2=O)c1 | 11% | 11% | ?

An excerpt of these results, in CSV form:
mol,TDP1 cell noCPT,TDP1 inh,DT40 TDP1 CPT
CCOC(=O)C1(NC(=O)CN2C(=O)c3ccccc3C2=O)CCCC1,-2%,.,15%
CCOc1ccc(NS(=O)(=O)c2ccc3[nH]c(=O)oc3c2)cc1,-27%,7%,3%
CC1(C(=O)N(CC(=O)NC2CCCC2)C2CCCC2)CC(=O)N=C2C=CC=CN21 (stereo not given),-9%,1%,-21%

Assay outcomes from PubChem.
